# Compound activity as filed in PubChem BioAssay.
# ATXN2 expr inh: inhibitors of ATXN2 expression. AID 1745845. HEK-293 ATXN2-luciferase reporter, luminescence, 24 h. Potency, µM (highest dose often 57 µM), without a hit: at the top dose activity change, negative = inhibition, usual class: inhibitors. 360,000 compounds, 0.72% hits; further: potency means the concentration at half of the fitted maximal effect; on the % scale 0 is the no-effect control and ±100 the full control effect; nearly all actives have a fitted effect of over 55% in size
#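 ATXN2-luciferase reporter cells (luciferase flanked by upstream and downstream ATXN2 gene portions) were treated 24 h at 37 °C with compounds at up to 57 uM. SteadyGlo luminescence gave expression; GF-AFC fluorescence gave viability.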
# HT1080 IDH1KD tx: HT-1080 IDH1 knockdown cell toxicity (counter line). AID 686971. HT-1080 IDH1 knockdown viability, ATP luminescence, 48 h. 360,000 compounds, 2% hits. Potency, µM (highest dose often 46.1 µM), without a hit: top-dose activity, negative = toxicity, most hits filed as cytotoxic;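 further: potency means the concentration at half of the fitted maximal effect; 0% = DMSO wells and -100% = cell-free medium wells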
#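 IDH1KD HT-1080 cells, 750/well, RPMI + 5% FBS; compound pinned after 2 h settling; 48 h, 37 °C; CellTiter-Glo luminescence; % activity normalised to DMSO and no-cell wells; curves fitted, classed by r2 and efficacy.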
# KB-V1 cytotox: kills drug-selected multidrug resistant KB-V1 cells; KB-V1 MDR cells viability, CellTiter-Glo, 72 h; Potency, µM (doses to about 46.1 µM), for the others: at the top dose activity change, negative = cytotoxicity, hits mostly cytotoxic; 400,000 compounds, 3.4% hits; AID 1347076; further: potency means the concentration at half of the fitted maximal effect; on the % scale 0 is the no-effect control and ±100 the full control effect; nearly all actives have a fitted effect of over 60% in size
#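 Potencies derive from concentration-effect curves fitted to normalized luminescence (CellTiter-Glo) of KB-V1 cells treated for 72 h at 37 degrees C in phenol-red-free DMEM containing 10% FBS.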
# WRN inhibitor: inhibitors of human WRN helicase. Q14191. WRN helicase unwinding, fluorescent forked duplex, kinetic. Potency, µM (titrated, usually from 114 µM), for inactives: at the top dose activity change, negative = inhibition, actives largely listed as inhibitors. 360,000 compounds, 0.46% hits. AID 651768; further: potency means the concentration at half of the fitted maximal effect; on the % scale 0 is the no-effect control and ±100 the full control effect; nearly all actives have a fitted effect of over 55% in size
# Target sequence (Q14191 whole entry, looked up): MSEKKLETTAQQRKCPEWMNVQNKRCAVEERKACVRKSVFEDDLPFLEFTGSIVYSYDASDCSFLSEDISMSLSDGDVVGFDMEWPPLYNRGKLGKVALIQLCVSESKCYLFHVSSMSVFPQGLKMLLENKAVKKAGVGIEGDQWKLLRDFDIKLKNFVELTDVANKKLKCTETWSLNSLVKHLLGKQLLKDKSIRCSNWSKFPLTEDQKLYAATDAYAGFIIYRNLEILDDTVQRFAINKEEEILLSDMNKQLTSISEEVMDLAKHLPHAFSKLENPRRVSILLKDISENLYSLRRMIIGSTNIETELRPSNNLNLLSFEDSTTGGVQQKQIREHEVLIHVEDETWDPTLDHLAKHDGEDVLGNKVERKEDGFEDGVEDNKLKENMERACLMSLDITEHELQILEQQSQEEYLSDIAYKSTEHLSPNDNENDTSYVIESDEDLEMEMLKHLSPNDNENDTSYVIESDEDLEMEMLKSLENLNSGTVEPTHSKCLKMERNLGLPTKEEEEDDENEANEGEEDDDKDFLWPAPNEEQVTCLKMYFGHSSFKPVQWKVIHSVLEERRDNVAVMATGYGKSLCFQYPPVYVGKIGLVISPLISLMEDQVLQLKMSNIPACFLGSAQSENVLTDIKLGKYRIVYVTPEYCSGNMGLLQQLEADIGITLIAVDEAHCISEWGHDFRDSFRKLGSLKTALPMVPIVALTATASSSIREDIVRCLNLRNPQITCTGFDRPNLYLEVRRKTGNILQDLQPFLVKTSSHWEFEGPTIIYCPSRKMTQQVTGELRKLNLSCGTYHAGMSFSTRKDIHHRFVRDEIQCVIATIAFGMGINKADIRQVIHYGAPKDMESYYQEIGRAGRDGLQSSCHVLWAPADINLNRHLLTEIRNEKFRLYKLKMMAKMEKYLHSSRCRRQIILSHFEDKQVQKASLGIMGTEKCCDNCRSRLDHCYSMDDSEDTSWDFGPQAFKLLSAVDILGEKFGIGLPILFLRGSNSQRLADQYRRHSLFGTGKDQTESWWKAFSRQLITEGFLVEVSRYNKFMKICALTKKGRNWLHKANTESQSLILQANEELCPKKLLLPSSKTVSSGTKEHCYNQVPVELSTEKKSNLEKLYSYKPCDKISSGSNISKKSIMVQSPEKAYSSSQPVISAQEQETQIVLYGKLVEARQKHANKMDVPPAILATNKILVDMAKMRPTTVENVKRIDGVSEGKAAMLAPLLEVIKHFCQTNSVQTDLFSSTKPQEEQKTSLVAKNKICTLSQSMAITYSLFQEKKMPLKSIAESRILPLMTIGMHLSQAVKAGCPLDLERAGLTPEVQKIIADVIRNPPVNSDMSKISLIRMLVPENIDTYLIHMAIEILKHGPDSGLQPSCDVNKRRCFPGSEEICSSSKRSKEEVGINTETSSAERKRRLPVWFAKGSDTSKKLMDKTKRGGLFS
#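 Kinetic fluorescence helicase assay: unwinding of a quenched forked DNA duplex (100 nM final) with 2 mM ATP final raises red fluorescence (525/598 nm). Compounds sat 15 min at room temperature with 20 nM WRN beforehand.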
# SW480 rerep: DNA re-replication induction in SW480 cells; SW480 DNA re-replication, Hoechst DNA content imaging, 48 h; Potency, µM (titrated, usually from 46.1 µM), without a hit: at the highest dose re-replication activation, hits mostly activators; 340,000 compounds, 1.8% hits; AID 624297; further: potency means the concentration at half of the fitted maximal effect; % of control where 0% means no effect; nearly all actives have a fitted effect of over 55% in size
#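 Readout is total intensity of Hoechst-stained nuclei, excited at 405 nm and collected at 500-530 nm. Compound treatment lasted 48 hr at 37 C in 5% CO2 before staining.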
# MCF10A rerep: inducers of DNA re-replication in MCF 10A breast cells | MCF 10A DNA re-replication, Hoechst nuclear intensity, 48 h | Potency, µM (doses to about 46.1 µM), for the others: top-dose activity, positive = re-replication, actives largely listed as activators | 350,000 compounds, 2.9% hits | AID 624296; further: potency means the concentration at half of the fitted maximal effect; % of control where 0% means no effect; nearly all actives have a fitted effect of over 50% in size
# HT1080-NT tox: kills 2HG-producing HT-1080-NT fibrosarcoma cells; HT-1080-NT fibrosarcoma viability, CellTiter-Glo ATP luminescence, 48 h; Potency, µM (top dose mostly 46.1 µM), inactives show at the top dose activity, negative = less viability, most hits filed as cytotoxic; 360,000 compounds, 1.6% hits; AID 686970;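 further: NT is the 2HG producing partner of a matched IDH1 knockdown line; potency means the concentration at half of the fitted maximal effect; 0% = DMSO-treated cells and -100% = media-only wells without cells; nearly all actives have a fitted effect of over 55% in size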
#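 HT-1080-NT fibrosarcoma cells (2HG-overproducing), 750 cells/well in RPMI with 5% FBS, dosed after 2 h and incubated 48 h at 37C. CellTiter-Glo luminescence normalized to DMSO and no-cell wells; concentration-response curves fitted and classed.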
# IL1B secr inh: blocks inflammasome-driven IL-1 beta release | THP-1 LPS/ATP IL-1B secretion, AlphaLISA, 16 h; hits give low values | 360,000 compounds, 4.7% hits | activity change, % at 57.5 µM; in the data active means activity change below about -50%; inconclusive means mostly about -30% to -49%; further: on the % scale 0 is the no-effect control and ±100 the full control effect
#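 Secreted IL-1B measured by AlphaLISA bead assay after 16 h compound exposure of THP-1 cells; compounds (final up to 57.5 uM) added 1 h before LPS (250 ng/mL) and ATP (1.25 mM) stimulation; lower signal means less secretion.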
# KB-3-1 tox: KB-3-1 parental cell cytotoxicity; KB-3-1 viability, CellTiter-Glo ATP luminescence, 72 h; Potency, µM (doses to about 46.1 µM), for the others: top-dose activity change, negative = cytotoxic, most hits filed as cytotoxic; 400,000 compounds, 1.4% hits; AID 1347075; further: potency means the concentration at half of the fitted maximal effect; on the % scale 0 is the no-effect control and ±100 the full control effect; nearly all actives have a fitted effect of over 60% in size
#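 Multi-concentration cytotoxicity screen in KB-3-1 cells grown in DMEM lacking phenol red with 10% FBS. After 72 h at 37 °C with compound, ATP-dependent luminescence was recorded.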
# * marks the source's active call; other numbers are inactive results; ? = inconclusive; . = not tested or not shown; [ ] = dose if it differs, or a comment. Unless noted, the call rests on the fitted dose curve; in most records, active means well fitted curve in the direction sought with a large enough effect; inconclusive means small, poorly fitted or top-dose-only effect, or another doubt; inactive means no such curve, though single readings can be large; an effect the other way counts as inactive or inconclusive.
# Values in the order – ATXN2 expr inh, HT1080 IDH1KD tx, KB-V1 cytotox, WRN inhibitor, SW480 rerep, MCF10A rerep, HT1080-NT tox, IL1B secr inh, KB-3-1 tox
Cc1ccc(OCC(=O)NNC(=O)Cc2ccc(S(=O)(=O)N3CCOCC3)s2)cc1
→ -24%, -7%, 8%, -7%, 20%, 4%, 1%, -9, 6%
CC1(C)CC(=O)C2=C(C1)c1c(ccc3ccccc13)NC2c1ccc(Br)o1 (stereo not given)
→ -24%, ?, ?, -13%, 21%, 21%[9.22 µM], ?, ?, 0%
CC(=O)NC(Cc1cccc(F)c1)C(=O)NC1CCN(C(=O)Nc2ccccc2)CC1 (stereo not given)
→ -25%, -3%, -9%, -4%, -1%, 0%, -5%, -9, ?
Cc1ccc(C2=N/C(=C\N(C)C)C(=O)O2)cc1
→ 49%[activator], -2%, 0%, 13%, -23%, -1%, 10%, -6, 10%
O=C(C1CCCO1)N1CCN(Cc2c(O)ccc3ccccc23)CC1 (stereo not given)
→ 7%, -11%, 16%, -8%[57.1 µM], 2%, 3%, -9%, ?, -2%
CC1CCN(C(=O)c2ccccc2NC(=O)Nc2ccccc2)CC1
→ -2%, -13%, ., -25%, 4%, 11%, -3%, 19, .
CCc1nc(SCC(=O)N2CCCc3ccccc32)c2oc3ccccc3c2n1
→ ., -23%, 10µM*, -9%, -5%, 16µM*, -7%, -10, ?
Cc1ccc(O)c(C(=O)CC(=O)c2cccc(F)c2)c1
→ -10%, ?, ?, -15%, 9%, ?, ?, 0, ?
CC(C)CCOc1ccc(C(=O)NCC(c2ccco2)N(C)C)cc1 (stereo not given)
→ 12%, -21%, ?, -1%, ?, ?, 1%, -17, 15%
CC1CCCN(CCCNC(=O)C2CC(=O)N(c3ccc(F)c(Cl)c3)C2)C1 (stereo not given)
→ -15%, -3%, 2%, -2%, 1%, -6%, -8%, -11, 5%
Nc1cccc2nsnc12
→ -8%, -29%, 25%, -4%, -31%[inhibitor], ?, ?, -12, 3%
O=C(CCl)N(CCCNC(=O)C(F)(F)F)c1ccc([N+](=O)[O-])cc1
→ -23%, 7.3µM*, -23%, -6%, ?, ?, 21µM*, -101*, -25%
CCC(C(=O)NCCCc1ccccc1)n1nc(C)c2c(C)n(-c3ccccc3)nc2c1=O (stereo not given)
→ 0%, -3%, ?, 1%, 0%, 3%, -6%, 12, ?
COc1ccc(S(=O)(=O)N2CCOCC2)cc1NC(=O)Cc1c(Cl)cccc1Cl
→ -1%, 2%, -27%, 0%, ., -1%, 1%, 0, -3%
CC(=O)Nc1ccc(S(=O)(=O)NC(CC(=O)NCCC2=CCCCC2)C(C)C)cc1 (stereo not given)
→ 9%, 13%, 3%, -1%, 1%, -11%, 12%, 12, -2%
Cc1ccc(-c2nnc(NCCCO)c3ccccc23)cc1
→ -3%, 5%, -1%, 1%, -5%, ?, 7%, -28, 0%
COc1cccc(C(=O)COC(=O)C2CC(=O)N(c3ccc(Oc4ccccc4OC)cc3)C2)c1 (stereo not given)
→ 4%, 4%, 36%, 0%, -16%, 2%, 9%, 6, 1%
Cc1cc(C)n(-c2nc(C)nc(NCc3ccccc3)n2)n1
→ -23%, -3%, ?, 0%, 2%, 1%, -3%, 15, ?
CC(C)=CCc1c(O)cc2c(=O)c3ccc(O)cc3oc2c1O
→ 23%, 3%, ?, 3%, 3%, 15%, 3%, 13, 0%
COc1ccc(/C(C)=N/OC/C(O)=C(\C#N)c2nc3ccccc3[nH]2)cc1
→ 3%, -12%, -10%, 1%, -7%, -2%, -1%, 22, 32%
Cn1c(=O)c2c(nc(SCC(=O)N3c4ccccc4CCc4ccccc43)n2C)n(C)c1=O
→ 2%, 6%, -3%, -2%, -13%, -6%, -3%, 0, -4%
O=C(CCC(=O)OCC(=O)c1ccc(C(F)(F)F)cc1)OCC(=O)c1ccc(C(F)(F)F)cc1
→ -23%, 8%, 17%, 0%, -7%, -2%, 3%, 13, 5%
CCCCOC(=O)Nc1nnc(CCOCC)s1
→ 6%, -13%, -8%, -4%, -2%, 0%, -1%, -9, 1%
CCn1c(=O)c(NC(=O)c2ccccc2)c2n(c1=S)CCCCC2
→ -5%, 2%, -10%, -22%, -1%, 0%, 0%, 16, 0%
Cc1cc(NC(=O)c2ccco2)ncc1NC(=O)Cc1ccccc1
→ 26%, -10%, -15%, 6%, 0%[9.22 µM], -3%, 0%, 8, 17%
COc1cccc(OC)c1C(=O)Nc1cccc(-n2cnnn2)c1
→ ., 6%, 4%, 7%, -2%, 0%, 9%, -7, 5%
COc1ccc(N2CCN(C(=O)c3cccc(NC4=NC5CS(=O)(=O)CC5S4)c3)CC2)cc1 (stereo not given)
→ -2%, 11%, 11%, 6%, -14%, 1%, 26%, -14, ?
N#Cc1c(NC(=O)CSc2ncn(-c3ccccc3)n2)sc2c1CCCC2
→ -16%, -4%, -10%, -2%, 1%, ?, -2%, -5, -1%
COC(=O)c1ccccc1NC(=O)c1ccccc1N(C)S(C)(=O)=O
→ -7%, 0%, 3%, -16%, 2%, 4%, -3%, 10, 20%
Cc1ccc(NC(=O)COc2ccccc2)c(NC(=O)c2ccccc2C)c1
→ 7%, -6%, 5.8µM*, -9%, ?, 4%, -9%, -8, 5%
COc1cc(C)nc(N(Cc2ccccc2)S(=O)(=O)c2ccccc2)n1
→ 0%, -10%, -20%, -6%, 12%, 17%, -5%, -15, -14%
CCOC(=O)c1ccc(-c2ccc3c(c2)CCC3)nc1C
→ ., 3%, -15%, -7%, -15%, ?, 9%, -12, -6%
CCn1cc(CN(C)S(=O)(=O)c2cccc([N+](=O)[O-])c2)cn1
→ 6%, 5%, 12%, 8%, -5%, 5%, 12%, 22, 22%
CN1C(=O)CSc2ccc(NC(=O)NCCC3=CCCCC3)cc21
→ 2%, 4%, 1%, -29%, -6%, -4%, -20%, -1, -1%
Cc1ccc(-n2c(-c3ccncc3)nnc2-c2cccs2)cc1
→ -5%, 1%, -10%, 1%, 16%, 4%, 0%, 4, 10%
CC1=C(C(=O)Nc2ccccc2C(=O)NC2CCC(C)CC2)SCCO1 (stereo not given)
→ 21%, -9%, -17%, 5%, 4%, 0%, 0%, 15, 22%
O=C(NC1CCSc2ccccc21)c1ccc(F)c(S(=O)(=O)N2CCOCC2)c1 (stereo not given)
→ 6%, 1%, -6%, -11%, ?, -1%, 1%, 6, 14%
Cc1cccc(C(=O)Oc2ccc(/C=N/NC(=O)c3ccc(O)cc3)cc2)c1
→ 3%, 13%, -10%, -2%, -4%, ?, 8%, -25, 7%
Cc1cccn2cc(CNc3ccccc3)nc12
→ 43%[activator], 11%, ?, 7%, -3%, 13%, 2%, 18, 5%
C[C@H](CO)N1C[C@H](C)[C@@H](CN(C)S(=O)(=O)c2ccccc2)Oc2ccc(NC(=O)c3ccncc3)cc2C1=O
→ 9%, 6%, -8%, -7%, -48%[9.22 µM], 16%, 11%, -2, 6%
CCOc1ccccc1NC(=O)COC(=O)CN(C)S(=O)(=O)c1ccc(C)cc1
→ 6%, 6%, 20%, 4%, 6%, 27%, 12%, 23, 0%
Cn1ncc(C(N)=O)c1NC(=S)NC(=O)c1ccc(Br)o1
→ ., 8%, 1%, -4%, -3%, -6%, 7%, 4, -21%
Cn1nc(-c2ccccc2)cc1NC(=O)CCCC(=O)O
→ -4%, 19%, -3%, -11%, -10%, -2%, 8%, -1, 0%
O=C(Nc1ccc2c(c1)OCO2)c1cnc(Cl)c(Cl)c1
→ 25%, -11%, -11%, 6%, -4%, 6%, 3%, -11, -4%
Cc1cc(OC(C)C(=O)NCc2ccncc2)c2c(C)cc(=O)oc2c1 (stereo not given)
→ -6%, 11%, 32%, 4%, -8%, 5%, 12%, 0, ?
COC(=O)[C@]1(Cc2ccccc2)N[C@H](CN(C)C(=O)COc2ccccc2)[C@@H]2C(=O)N(C)C(=O)[C@@H]21
→ 12%, 7%, 0%, 4%, -16%[9.22 µM], 3%, 13%, -7, 9%
CC(=O)Nc1ccc(C(=O)CSc2nnc(Cn3nnc4ccccc43)n2C)cc1
→ 5%, -9%, 3%, 4%, 4%, -4%, 8%, 13, -1%
CC(C)c1ccc(NC(=O)C2C3C=CC4(O3)C2C(=O)N(CCCN2CCCCC2)C4C(=O)NC2CCCCC2)cc1 (stereo not given)
→ 5%, -22%, 1%, 3%, 2%, 7%, 0%, -26, -6%
CCC(=O)Nc1ccc(N2CCN(Cc3ccccc3)CC2)cc1
→ 6%, -1%, -9%, 16%, -6%, 8.2µM*, -7%, 9, 4%
CSc1nnc(NC(=O)c2nc(S(=O)(=O)Cc3ccc(C)cc3)ncc2Cl)s1
→ ?, 6.5µM*, ?, ?, ?, 1.2µM*, 7.3µM*, -105*, 16µM*
Cc1ccc(NC(=O)COC(=O)CCc2c[nH]c(=O)[nH]2)cc1
→ -2%, -4%, -2%, -14%, -5%, 0%, -4%, 9, -2%
Nc1ncnc(Oc2ccccc2F)c1[N+](=O)[O-]
→ 15%, -12%, -13%, -9%, -2%, 3%, -3%, -89*, 15%
CC(C)(C)c1ccc2oc(=O)cc(-c3cccc(-c4ccc(C(F)(F)F)cc4)c3)c2c1
→ 19%, 15%, 0%, -9%, -7%, -4%, 15%, 15, 4%
CCc1cc(=O)[nH]c(SCCc2ccccc2)n1
→ ., 3%, 8.2µM*, -5%, 3%, ?, 12%, 14, 13µM*
O=C(Nc1cccc(-c2cccc(Cl)c2)c1)C1CCN(Cc2ccccn2)CC1
→ ?, ?, -9%, -6%, ?, 17%, ?, -74*, ?
O=C(O)CC1Sc2ccccc2NC1=O (stereo not given)
→ 0%, 5%, 2%, -1%, -5%, -3%, 4%, 5, -2%
